# High-throughput results (PubChem)
# D1 mod – allosteric modulators of human D1 dopamine receptor; P21728; HEK293 D1, CRE-luciferase, dopamine EC30 potentiation; actives deviate in either direction; B-score at 10 µM; 58,000 tested, 5.9% active; AID 641;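 active = luminescence count or its row- and column-corrected plate score outside the 99.7% band of the plate's sample wells, on either side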
# Target sequence (P21728 whole entry, looked up): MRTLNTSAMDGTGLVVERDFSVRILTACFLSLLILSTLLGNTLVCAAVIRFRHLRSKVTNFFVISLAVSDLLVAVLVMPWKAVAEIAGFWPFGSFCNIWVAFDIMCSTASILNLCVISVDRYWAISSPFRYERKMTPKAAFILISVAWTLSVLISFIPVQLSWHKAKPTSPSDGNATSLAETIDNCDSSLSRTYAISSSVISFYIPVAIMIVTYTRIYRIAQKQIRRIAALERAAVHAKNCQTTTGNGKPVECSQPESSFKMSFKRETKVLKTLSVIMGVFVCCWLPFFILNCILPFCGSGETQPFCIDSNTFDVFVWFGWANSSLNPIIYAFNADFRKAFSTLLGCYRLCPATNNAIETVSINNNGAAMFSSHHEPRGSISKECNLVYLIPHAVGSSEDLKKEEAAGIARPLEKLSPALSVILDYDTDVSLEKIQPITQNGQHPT
# S1P3 ag – S1P3 (human) receptor agonism; Q99500; S1P3 NFAT-BLA reporter cells, FRET ratio; relative to 1 µM S1P, basal subtracted; activation, % at 4.5 µM; 60,000 tested, 0.1% active; AID 373;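 active = activation above the screen-wide mean plus 3 SD, cut at about 4.5% in these data, passing the limit was not always enough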; also: some compounds called inactive have numbers as strong as hits
#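 Assay system: CHO cells stably expressing human S1P3, Gα16 and NFAT-β-lactamase reporter. Timing: overnight plating, 4 h compound 37 °C, 2 h substrate RT. Signal: β-lactamase FRET emission ratio 460/535 nm. Measure: percent activation versus median 1 µM S1P response, basal-subtracted, per plate. Repeats: primary screen single test, confirmation screen in triplicate.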
# 5HT1a antag – antagonists of human 5-HT1a serotonin receptor; P08908; CHO 5-HT1a Ga15 NFAT-bla reporter, antagonist mode; inhibition, % at 10 µM; 62,000 tested, 0.68% active; AID 612;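 active = inhibition above the mean of all tested compounds plus 3 SD, cut at about 43% in these data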;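 also: receptor stimulated by 5-CT agonist at 100 nM near EC80; beta-lactamase reporter measured by ratiometric fluorescence of a cleavable substrate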
# Target sequence (P08908 whole entry, looked up): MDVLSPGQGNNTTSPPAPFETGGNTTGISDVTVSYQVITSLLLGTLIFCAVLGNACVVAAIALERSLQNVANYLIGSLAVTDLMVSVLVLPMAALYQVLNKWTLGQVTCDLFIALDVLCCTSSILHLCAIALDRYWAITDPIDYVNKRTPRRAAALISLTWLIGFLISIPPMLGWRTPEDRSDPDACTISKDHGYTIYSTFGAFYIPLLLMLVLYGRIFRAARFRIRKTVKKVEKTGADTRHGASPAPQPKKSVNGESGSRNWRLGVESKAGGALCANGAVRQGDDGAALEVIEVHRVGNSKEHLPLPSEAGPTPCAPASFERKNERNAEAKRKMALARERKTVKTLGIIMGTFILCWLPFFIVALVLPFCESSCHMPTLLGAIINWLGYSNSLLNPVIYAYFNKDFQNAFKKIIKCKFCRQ
# Jurkat tox 60K – cytotoxic compounds reducing Jurkat cell viability. inhibition, % at 4 µM. AID 463. Jurkat E6.1 viability, ATP luminescence, 48 h. 56,000 tested, 1.2% active;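 active = inhibition above the mean inhibition of all tested compounds plus 3 SD, cut at about 28% in these data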
# S1P1 ag-PAM – activates or potentiates agonism at human S1P1 receptor; P21453; S1P1 CRE-bla cells, forskolin, beta-lactamase FRET, potentiator mode; S1P1 agonist co-added at EC20, 2 nM; 100% = saturating reference agonist, 0% = basal; 56,000 tested, 0.57% active; activation, % at 9.5 µM; AID 449;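 active = activation above a cutoff set at the mean activation of all tested compounds plus 3 SD, cut at about 54% in these data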;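 also: forskolin at 4 µM as EC80 and the EC20 agonist is SEW2871; 100% = SEW2871 at its EC100 plus forskolin at EC80; some compounds past the cut are filed as inactive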
# HTR1E antagonist – antagonists of human 5-HT1E serotonin receptor | P28566 | CHO 5-HT1E Ga15 NFAT-bla reporter, FRET, antagonist | inhibition, % at 6 µM | 65,000 tested, 0.99% active;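 active = inhibition above a set limit, the mean inhibition across every tested compound plus 3 SD, cut at about 29% in these data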;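 also: signal is the 460 over 535 nm emission ratio of beta-lactamase substrate; 0% = agonist plus DMSO wells and 100% = wells without agonist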
# HTR1A agonist – 5-HT1a (human) receptor agonism | P08908 | CHO 5-HT1a Ga15 NFAT-bla reporter, FRET ratio; 0% basal, 100% maximal reference agonist | activation, % at 10 µM | 65,000 tested, 0.56% active | AID 567;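 active = activation above the screen-wide mean activation plus 3 SD, cut at about 19% in these data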;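 also: 0% = DMSO wells and 100% = 5-CT at EC100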
# 5HT1E ag – 5-HT1E (human) receptor agonism. AID 574. P28566. 65,000 tested, 0.69% active. CHO 5-HT1E Ga15 NFAT-bla reporter, FRET; 0% DMSO wells, 100% control agonist wells. activation, % at 6 µM;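 active = activation above a set limit, the screen-wide mean activation plus 3 SD, cut at about 8.5% in these data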;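 also: 100% = positive control agonist at 1 µM giving full maximal response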
# HEK293 NFkB inh – lowers PMA/ionomycin-induced NF-kB signal in HEK293 cells. 62,000 tested, 0.21% active. inhibition, % at 3 µM. HEK-293 NF-kB luciferase reporter, luminescence. AID 465;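 active = inhibition above the mean of all tested compounds plus 3 SD, cut at about 40% in these data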;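 also: 0% = stimulated DMSO wells and 100% = 10 µM reference inhibitor 5653914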
#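 Reagent: PMA plus ionomycin mix as NF-kB-activating stimulus. Assay system: NF-kB luciferase reporter HEK-293 cells. Technique: luminescence from luciferase substrate reagent. Incubation: 1 h compound pre-incubation, 16 h PMA/ionomycin at 37 °C. Benchmarks: DMSO only as uninhibited control, 10 µM reference inhibitor as full inhibition. Repeats: tested once.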
# Starred values were filed as active, the others as inactive; · = no result given. Outcome played no part in choosing rows; any-hit rate near 8.3%.
smiles,D1 mod,S1P3 ag,5HT1a antag,Jurkat tox 60K,S1P1 ag-PAM,HTR1E antagonist,HTR1A agonist,5HT1E ag,HEK293 NFkB inh
Cc1ccc(S(=O)(=O)N(CC(O)CN2CCCCC2)c2ccccc2)cc1 (stereo not drawn),-0.00667,-0.4,5.7,5.7,-3.5,-0.9,0.4,1.3,8.4
CC(C)(C)n1nc2c(c1NC(=O)Cc1cccc3ccccc13)CS(=O)C2 (stereo not drawn),-0.298,-0.8,9.6,1.0,17.9,-4.9,-1.2,0.3,4.0
Cc1ccc(/C=c2\sc3nc(-c4cccnc4)nn3c2=O)cc1,0.629,-0.1,9.0,-2.7,-7.4,2.7,-0.8,-0.2,11.4
Cc1cc(C)n(-c2nc3ccccc3nc2N2CCOCC2)n1,0.0738,-1.2,14.1,-6.5,0.4,-7.6,-2.0,1.1,7.2
COC(=O)c1sc(NC(=O)c2ccco2)nc1C,-0.791,-0.3,-6.3,3.3,-18.0,-7.0,-4.4,-0.5,-1.3
CCOc1ccc2nc(NC(=O)C3CCN(c4cnccn4)CC3)sc2c1,0.782,-1.0,-7.4,1.6,14.1,-2.7,1.7,-0.1,5.3
O=C(CCS(=O)(=O)c1cccc2nonc12)N1CCOCC1,0.389,·,-10.4,·,·,-10.9,-1.2,-0.1,9.5
Cc1cc(C)n2nc(C(=O)Nc3ccc4c(c3)OCO4)nc2n1,-0.00874,-1.2,-10.3,3.8,1.9,5.3,0.1,-0.2,13.3
CCOC(=O)C1CCN(C(=O)c2ccco2)CC1,4.42*,0.2,-9.2,-0.5,-11.3,-2.1,-2.8,0.3,-0.8
Cn1c(=O)c2c(ncn2Cc2cc(-c3ccccc3)no2)n(C)c1=O,0.518,-0.2,-10.3,11.4,-44.6,-1.1,0.5,-0.1,1.8
CC(=O)c1cnc(N2CCCCC2)nc1C,2.08,-0.5,15.1,-2.0,15.9,3.7,0.0,-1.4,-0.8
O=C1OCCN1CCN(CN1C(=O)CCC1=O)CN1C(=O)CCC1=O,-0.0514,0.3,6.2,3.0,-20.0,-0.2,-2.3,-0.3,10.6
O=c1[nH]c2ccccc2nc1C(F)(F)C(F)F,0.0537,-0.4,1.8,4.6,-36.9,7.4,-0.1,0.5,4.7
OCCNc1ncnc2ccc(Br)cc12,0.2,-1.2,22.7,3.2,30.1,1.6,-1.8,-0.1,15.9
Cc1onc(-c2ccccc2Cl)c1C(=O)OCn1nnc2ccccc2c1=O,-0.0144,-0.7,-13.7,2.4,12.3,2.1,0.5,0.1,3.8
CC(C)c1c(O)nc(SCc2ccccc2)[nH]c1=O,-0.109,0.0,-3.3,-0.4,9.1,-1.7,-1.5,-0.4,15.1
COCc1ccccc1Cn1cnc2c1c(=O)n(C)c(=O)n2C,-0.573,-1.3,-16.1,8.2,-6.2,-5.5,-0.1,0.5,16.2
Cc1noc(C)c1COC(=O)CCCc1nc2ccccc2s1,-0.44,-1.0,-2.1,1.7,11.4,-4.7,-6.3,0.3,6.5
Cc1ccccc1-c1nc2ccccc2c(=O)n1C1CCS(=O)(=O)C1 (stereo not drawn),-0.0721,-1.0,-10.6,3.6,20.3,-4.5,0.0,-0.2,5.0
CN(C)S(=O)(=O)c1ccc2c(c1)C(CC(=O)O)OC2=O (stereo not drawn),-0.85,0.0,13.5,-6.7,3.7,-2.1,-1.7,0.3,9.7
CC(C)(C)NS(=O)(=O)c1ccc(OCC(=O)Nc2ccc3c(c2)OCCO3)cc1,·,·,2.1,·,·,4.0,1.8,-1.0,17.6
COc1cc(C2C(C(C)=O)=C(O)C(=O)N2CCc2ccc(OC)c(OC)c2)ccc1O (stereo not drawn),-0.339,-1.1,2.2,-1.9,-5.0,-3.9,-1.6,0.3,6.2
CCN1C(=O)CSc2ccc(C(=O)NCc3ccco3)cc21,0.146,-0.1,-4.9,-8.1,2.5,-6.2,0.7,0.0,2.9
COc1cccc(NC(=O)CSc2nnc(-c3cccc(OC(C)C)c3)n2N)c1,-0.0878,-1.6,-5.2,4.8,1.2,-6.1,-5.5,-0.3,6.8
COc1ccc(N2C(=O)CSC23CCCCC3)cc1,1.63,-0.9,-0.3,2.5,-8.2,-4.2,-2.4,-0.7,12.9
O=C(O)CCCCCNc1nc(=S)[nH]c2ccccc12,0.513,0.1,-1.0,7.2,8.9,-3.3,-1.7,-0.9,19.2
O=c1cc(-c2ccc(Cl)cc2)[nH][nH]1,0.0242,0.0,-4.5,-11.0,-17.2,-0.2,-1.6,-0.6,9.8
CC(C)(Oc1ccc(Cl)cc1)C(=O)Nc1ncccn1,-0.151,·,5.2,·,·,2.6,-1.4,0.1,5.8
O=C(CN(Cc1ccccc1C(F)(F)F)C(=O)CNC(=O)c1ccco1)NC1CCCC1,-0.101,-0.4,12.0,0.0,-9.0,2.2,2.2,-0.2,9.2
COc1ccc(N(CC(O)CN2CCCCC2)S(=O)(=O)c2ccc(C)cc2)cc1 (stereo not drawn),-0.00226,0.5,2.0,-3.2,-13.8,-8.0,-2.2,0.9,11.0

# Some of these compounds in order of their number in HEK293 NFkB inh, high to low.
Molecule,D1 mod,S1P3 ag,5HT1a antag,S1P1 ag-PAM,HTR1E antagonist,HTR1A agonist,5HT1E ag,HEK293 NFkB inh
O=C(O)CCCCCNc1nc(=S)[nH]c2ccccc12,0.513,0.1,-1.0,8.9,-3.3,-1.7,-0.9,19.2
CC(C)(C)NS(=O)(=O)c1ccc(OCC(=O)Nc2ccc3c(c2)OCCO3)cc1,·,·,2.1,·,4.0,1.8,-1.0,17.6
Cc1ccccc1-c1nc2ccccc2c(=O)n1C1CCS(=O)(=O)C1 (stereo not drawn),-0.0721,-1.0,-10.6,20.3,-4.5,0.0,-0.2,5.0

# Continuation:
smiles,D1 mod,S1P3 ag,5HT1a antag,Jurkat tox 60K,S1P1 ag-PAM,HTR1E antagonist,HTR1A agonist,5HT1E ag,HEK293 NFkB inh
O=C1CC(c2ccccc2)c2cc(O)ccc2O1 (stereo not drawn),0.378,-1.0,-9.8,-6.3,-15.2,-4.4,-1.5,0.0,-3.2
CC(CCc1ccccc1)NC(=O)CSc1nccc(=O)[nH]1 (stereo not drawn),1,·,5.9,·,·,2.0,-2.5,-0.1,9.9
CC(C)Nc1nnc(SCC(=O)Nc2ccc(F)cc2)s1,0.265,-0.7,8.7,6.8,6.8,19.7,15.0,-0.9,11.8
CCOc1ccccc1OCC(=O)Nc1ccc(S(=O)(=O)Nc2nc(C)cc(C)n2)cc1,-0.337,·,-1.8,·,·,-9.2,2.2,-0.3,14.9
COc1cc(OC)cc(C(=O)N2CCN(c3ncccn3)CC2)c1,0.947,0.5,5.0,-1.7,9.2,3.9,0.1,0.0,-0.6
O=C(CN1CCN(CC(=O)c2ccc(F)cc2)CC1)Nc1ccccc1Cl,-0.0744,0.8,-7.4,-10.3,-22.7,-6.3,-3.2,0.0,3.3
COc1cccc(C(=O)N(CN2CCCC2=O)c2cc(C)on2)c1,·,-1.3,3.6,0.2,-17.4,7.2,-3.9,-1.1,0.9
CCOc1cc(C)c(Cl)cc1S(=O)(=O)N1CCCC1,-0.593,-0.8,4.2,5.9,7.5,3.9,-0.9,1.1,3.8
O=c1n(-c2cccc(Cl)c2)c(=O)n2n1CCC2,0.449,-1.3,9.7,-2.1,-3.4,-0.3,-2.5,-2.3,-8.6
Cc1nc2cc(-n3ccc(=O)cc3)ccc2n1-c1ccccc1,0.0144,·,-4.6,·,·,2.2,0.0,0.3,12.9
O=C(NCCC1=CCCCC1)c1cnccn1,-0.218,-0.7,-5.8,3.3,·,-0.8,0.0,-0.2,-8.1
On1onc2c3cc(-c4ccccc4)nc3ccc21,-0.0329,-0.9,49.6*,98.4*,·,33.0*,-0.1,-0.7,-21.5
c1ccc(Cc2nnc3sc(-c4ccncc4)nn23)cc1,1.63,0.1,0.3,6.0,-37.4,-1.6,-1.8,0.3,25.6
O=C(NCc1cccnc1)c1ccc(COc2ccc3c(c2)CCC3)o1,-0.00198,-1.4,4.7,1.8,31.1,-5.7,-1.1,0.2,5.3
O=C(c1cc2ccccc2oc1=O)N1CCN(CCc2ccccc2)CC1,0.789,-0.7,-14.4,4.8,-23.4,-1.8,-0.3,-0.4,17.1
CCCC(=O)N(c1ccc2oc(=O)sc2c1)S(=O)(=O)c1ccccc1,-0.583,0.5,6.1,-2.4,-11.9,-1.9,-5.0,0.2,-2.9
O=C(Cc1ccccc1)NCc1nc2ccccc2[nH]1,0.386,1.4,-13.0,-1.3,16.5,-9.5,-2.2,1.4,4.6
COc1cccc(-c2cc(C(F)(F)F)n3ncc(C(=O)NCC4CCCO4)c3n2)c1 (stereo not drawn),-0.102,-0.5,22.9,3.8,-6.1,9.8,2.7,0.0,5.3
O=C(NCCCn1ccnc1)C1c2ccccc2Oc2ccccc21,-2.46*,-1.6,-4.2,2.7,-9.3,-6.1,-1.0,0.3,10.6
CCCc1cc(-c2ccc(O)c(OCC)c2)c(C#N)c(N)n1,-0.0426,0.0,7.8,3.1,-32.6,14.5,1.8,1.6,9.2
CCOc1ccccc1OCCCC(=O)N1CCN(S(=O)(=O)c2ccc(C)cc2)CC1,-0.501,0.7,-15.8,-3.7,-11.9,-12.2,-1.4,-0.1,-4.1
COc1ccc(C)cc1S(=O)(=O)Nc1cccc(SC)c1,-0.46,-0.1,0.2,4.9,-5.4,0.6,-3.4,0.6,8.3
COc1ccc(OC)c(NC(=O)CNC(=O)Cn2cnc3ccccc3c2=O)c1,-0.876,0.2,5.5,10.0,-33.2,-15.7,-5.7,-1.0,8.7
O=S(=O)(/N=C(/Nc1cc(N2CCOCC2)ncn1)c1ccc(F)cc1)c1ccccc1,1.24,-0.8,-14.2,0.5,·,3.3,1.4,1.2,-2.3
CC1CN(C(=O)CCn2c(=O)oc3ccccc32)CC(C)O1 (stereo not drawn),-1.56,1.2,-9.4,-3.5,-18.4,-0.8,-1.9,-0.1,9.7
CSC1=NCCN1C(=O)C(C)(C)Oc1ccc(Cl)cc1,0.00766,-0.2,14.6,8.9,-9.4,2.8,0.4,0.7,18.2
COc1ccccc1-c1noc(CCC(=O)Nc2cccc(C)c2)n1,0.216,-0.1,3.3,0.1,-12.6,-1.7,-0.9,0.1,12.9
COCCn1cc(C(=O)NCc2cccs2)c2c3ccccc3n(C)c2c1=O,0.798,-0.6,9.9,1.2,7.3,1.4,0.0,0.0,18.5
CC(=O)OCCN1C(=O)c2cccnc2C1=O,-0.0307,-0.7,15.1,4.0,-1.5,-4.6,-0.5,-1.5,1.7
O=C(NC1=NCCS1)C12CC3CC(C1)CC(C(=O)NC1=NCCS1)(C3)C2,-1.17,0.4,-19.6,-0.3,-10.5,6.4,-0.1,-0.7,-2.9
CCCCCc1nc2c(=O)[nH]c3ccccc3c2o1,·,-0.9,1.0,-3.9,-0.4,2.8,-0.7,-0.4,-9.6
